Compound activity as filed in PubChem.
CHT PAM: CHT positive allosteric modulators, primary screen, cell-based, membrane potential dye, choline EC20; High affinity choline transporter 1 (Homo sapiens), Q9GZV3; CHT-expressing cells; hits give high values; LV-AA mutant CHT in HEK293 cells; B-score at 10 µM; 310,000 tested, 0.49% active;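 active = initial fluorescence not abnormally high and integrated response B-score, plate-corrected, over 3 SD above library mean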
Target sequence (Q9GZV3 whole entry, looked up): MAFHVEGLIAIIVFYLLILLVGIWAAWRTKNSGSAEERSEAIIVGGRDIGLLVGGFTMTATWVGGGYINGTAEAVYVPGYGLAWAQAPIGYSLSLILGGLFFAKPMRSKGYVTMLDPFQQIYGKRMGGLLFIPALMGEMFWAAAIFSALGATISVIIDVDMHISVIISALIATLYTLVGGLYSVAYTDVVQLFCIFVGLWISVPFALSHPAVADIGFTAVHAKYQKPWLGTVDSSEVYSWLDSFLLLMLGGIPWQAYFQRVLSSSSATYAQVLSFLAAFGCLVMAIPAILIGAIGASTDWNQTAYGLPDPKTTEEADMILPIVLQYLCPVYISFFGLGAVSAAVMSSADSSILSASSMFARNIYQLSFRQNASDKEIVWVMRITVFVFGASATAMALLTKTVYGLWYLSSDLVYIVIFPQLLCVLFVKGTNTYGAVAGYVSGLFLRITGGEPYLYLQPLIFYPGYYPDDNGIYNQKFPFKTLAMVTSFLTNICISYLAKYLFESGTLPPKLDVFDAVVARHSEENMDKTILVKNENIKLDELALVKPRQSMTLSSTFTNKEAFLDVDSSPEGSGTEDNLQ
OX1R antag-1: antagonists of human orexin 1 receptor (OX1R). AID 485270, 2010. 330,000 tested, 1.8% active. inhibition, % at 6.6 µM. OX1R-expressing cells, FRET antagonist read-out. Orexin/Hypocretin receptor type 1 (Homo sapiens), O43613; in the data active = inhibition mostly above about 38%, no sharp cut-off; inactive = mostly below about 40%;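 note: 0% = agonist challenge alone and 100% = reference antagonist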
Target sequence (O43613 whole entry, looked up): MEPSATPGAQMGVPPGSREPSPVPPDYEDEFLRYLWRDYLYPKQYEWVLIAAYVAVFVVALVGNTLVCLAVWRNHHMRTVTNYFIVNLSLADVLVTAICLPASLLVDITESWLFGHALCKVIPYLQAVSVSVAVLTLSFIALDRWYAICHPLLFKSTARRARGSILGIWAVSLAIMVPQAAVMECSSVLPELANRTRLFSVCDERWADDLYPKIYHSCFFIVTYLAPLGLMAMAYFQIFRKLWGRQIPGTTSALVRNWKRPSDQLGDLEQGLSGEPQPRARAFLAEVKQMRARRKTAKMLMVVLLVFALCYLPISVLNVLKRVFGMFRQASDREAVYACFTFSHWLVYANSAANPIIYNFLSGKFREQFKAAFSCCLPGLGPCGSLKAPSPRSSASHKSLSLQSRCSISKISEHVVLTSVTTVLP
OX1R antag-2: OX1R (HCRTR1) antagonists, primary screen, fluorescence, CHO/OX1R cells, Fluo-8 calcium, orexin A; AID 434989, 2010; inhibition, % at 5 µM; 330,000 tested, 0.43% active; Fluo-8 calcium fluorescence; Orexin/Hypocretin receptor type 1 (Homo sapiens), O43613;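 active = inhibition above its plate's threshold, mean inhibition of all tested compounds on the plate plus 3 SD, cut at about 37% in these data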;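 note: 0% = orexin A challenge wells and 100% = SB-334867-A antagonist wells; not every result past the cut was called active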
Starred values were filed as active, the others as inactive; i = inactive; / = not tested or not shown; & = joins results of further samples. Rows were taken by chance; 2.5% or so of the library scored in one or more.

Every second line gives: CHT PAM	OX1R antag-1	OX1R antag-2
- COC(=O)c1ccc(OC(=O)c2ccccn2)cc1
    i	17	-22
- O=C(C1=C(O)C(=O)N(CCN2CCOCC2)C1c1ccncc1)c1ccco1 (centres undefined)
    i	14	1
- C/C(=N\NC(=O)c1ccc(OC2OCCOC2Oc2ccc(C(=O)N/N=C(\C)c3ccncc3)cc2)cc1)c1ccncc1 (centres undefined)
    i	7	-9
- Cc1nnsc1Sc1ccccc1C(=O)O
    i	19	3
- COCCN(C(=O)Cc1cccs1)C(C(=O)NCc1ccc(OC)cc1)c1ccc(C)cc1 (centres undefined)
    i	7	-4
- CC(C)(C)c1ccc(OCCC(=O)Nc2cccc(S(=O)(=O)N3CCOCC3)c2)cc1
    i	5	1
- CCOc1ncccc1C(=O)NCCN1C(=O)S/C(=C/c2cccs2)C1=O
    i	19	-25
- O=C(NCc1ccccc1Cl)c1cc2ccccc2oc1=O
    i	13	-6
- O=C1CN(S(=O)(=O)c2ccc(F)cc2)CCN1
    /	9	11
- CC(C)(C)c1cc(CCC(=O)NNC(=O)c2ccncc2)cc(C(C)(C)C)c1O
    /	-3	1
- NC(=O)c1ccsc1NC(=O)COC(=O)c1ccc(Cl)c(N)c1
    i	28	-3
- COCCN(C(=O)COC(=O)C1CC1C)c1c(N)n(Cc2ccccc2)c(=O)[nH]c1=O (centres undefined)
    i	9	-12
- CCN1CCN(c2nc(-c3ccc(F)cc3)cc(=O)[nH]2)CC1
    i	13	-6
- CC1=C(C(=O)NCc2ccccc2)C(c2cc(Br)cc(Br)c2OC(C)C)NC(=O)N1 (centres undefined)
    i	8	-29
- COc1ccc(C2=NN(C(=O)C(O)c3ccccc3)C(O)(C(F)(F)F)C2)cc1 (centres undefined)
    i	2	-13
- CC(=O)N1CCc2cc(S(=O)(=O)C(C)CC(=O)Nc3ccc(OC(F)(F)F)cc3)ccc21 (centres undefined)
    i	27	-12
- COc1ccc(-c2cc3ccc(OC)cc3cn2)cc1
    /	1	-1
- COc1ccc(C(CNC(=O)CN(C)S(=O)(=O)c2ccc(C)cc2)N2CCCC2)cc1 (centres undefined)
    /	6	-11
- Cc1cccc(N2CCN(C(=O)C3CCC(=O)N(Cc4ccccc4F)C3)CC2)c1C (centres undefined)
    i	-5	-25
- CCCc1nc(SCC(=O)Nc2nccs2)c2ccccc2n1
    i	12	-25

Filtered by structure: the compounds so far containing four or more nitrogen atoms
Every second line gives: CHT PAM	OX1R antag-1	OX1R antag-2
- C/C(=N\NC(=O)c1ccc(OC2OCCOC2Oc2ccc(C(=O)N/N=C(\C)c3ccncc3)cc2)cc1)c1ccncc1 (centres undefined)
    i	7	-9
- COCCN(C(=O)COC(=O)C1CC1C)c1c(N)n(Cc2ccccc2)c(=O)[nH]c1=O (centres undefined)
    i	9	-12
- CCN1CCN(c2nc(-c3ccc(F)cc3)cc(=O)[nH]2)CC1
    i	13	-6
- CCCc1nc(SCC(=O)Nc2nccs2)c2ccccc2n1
    i	12	-25

(further entries)
Every second line gives: CHT PAM	OX1R antag-1	OX1R antag-2
- C/C(=N\NC(=O)COc1ccccc1-c1ccccc1)c1cccnc1
    i	34	-44
- O=[N+]([O-])c1ccc(-c2csc(N3CCc4ccccc4C3)n2)cc1
    i	3	-19
- O=c1c2ccccc2nnn1CSc1nnc(-c2ccco2)o1
    i	19	-15
- Cc1coc2c(C)c3oc(=O)c4c(c3cc12)CCCC4
    i	11	-4
- O=C(Cc1cc(=O)[nH][nH]1)N/N=C/C(Cl)=C/c1ccccc1
    i	6&6	-7&-14
- Nc1c2nc(-c3ccccc3)[nH]c(=O)c2nc(=O)n1-c1ccccc1
    i	7	-7
- CC/C(=N\n1nnnc1Nc1ccccc1)c1ccccc1
    i	10	5
- COc1cccc(-c2cccc(NC(=O)C3CCN(CC4CCOC4)CC3)c2)c1 (centres undefined)
    i	13	-7
- Cc1ccc(SCC(=O)c2c(C)nc3ccccn23)cc1
    i	16	-31
- O=C(Nc1cnc2ccccn2c1=O)c1ccc(Cl)cc1
    i	19	-3

5 records picked at random from the list so far:
Every second line gives: CHT PAM	OX1R antag-1	OX1R antag-2
- O=C(NCc1ccccc1Cl)c1cc2ccccc2oc1=O
    i	13	-6
- COCCN(C(=O)Cc1cccs1)C(C(=O)NCc1ccc(OC)cc1)c1ccc(C)cc1 (centres undefined)
    i	7	-4
- Cc1coc2c(C)c3oc(=O)c4c(c3cc12)CCCC4
    i	11	-4
- C/C(=N\NC(=O)COc1ccccc1-c1ccccc1)c1cccnc1
    i	34	-44
- CCCc1nc(SCC(=O)Nc2nccs2)c2ccccc2n1
    i	12	-25

Continued:
Every second line gives: CHT PAM	OX1R antag-1	OX1R antag-2
- NC(Cc1c[nH]c2ccccc12)C(=O)NCc1ccco1 (centres undefined)
    i	25	-17
- N/C(=N\OC(=O)c1cccc2ccccc12)c1cccnc1
    i	53*	-26
- CC(CCc1ccccc1)NC(=O)CN1CCN(c2ccc(O)cc2)CC1 (centres undefined)
    i	7	-33
- O=C(Cc1c(F)cccc1Cl)Nc1ccc(S(=O)(=O)N2CCOCC2)cc1
    i	28	-1
- Cc1cc(NC(=O)NC2(C(F)(F)F)Oc3ccc(Cl)cc3O2)no1 (centres undefined)
    i	7	12
- CC1Oc2ccccc2N(CC(=O)N2CCCCCC2)C1=O (centres undefined)
    i	7	-1
- COC(CN(C)S(=O)(=O)c1cc2c3c(c1)CCC(=O)N3CCC2)OC
    i	8	3
- CC(C)n1nc(C(=O)OCC(=O)N(C)C2CCS(=O)(=O)C2)c2ccccc2c1=O (centres undefined)
    i	16	-1
- COc1ccccc1/C=C/C(=O)OCC(=O)NCc1ccco1
    i	15	-18
- CCC(C)(C)NC(=O)c1cccc(NC(=O)C(C)C)c1
    i	33	-6
- O=C(CN1CCN(c2ccccc2)CC1)c1c[nH]c2ccccc12
    i	8	-31
- CCOc1ccc(NC(=O)CSc2nnc(Cn3cnc([N+](=O)[O-])n3)n2C)cc1
    i	17	-1
- COc1ccccc1/C=N/OC(=O)c1ccc(C)cc1
    i	23	-17
- CCCC(=NCC(=O)O)C1=C(O)C(C(=O)OC)C(C)(C)CC1=O (centres undefined)
    i	17	6
- CN=C(C)C1=C(O)C(C(=O)OC)C(C)(C)CC1=O (centres undefined)
    i	14	-8
- O=C(NCc1cccs1)c1cc(S(=O)(=O)N2CCCCC2)ccc1Cl
    i	1	-23
- COc1ccc(C(=O)NCc2ccc3c(c2)CCO3)cc1
    i	-4	-10
- COc1ccc(C(=O)OCC(=O)NC2CCCC2)c(OC)c1OC
    i	-3	-5
- O=C(NCc1ccccc1)C1CCN(S(=O)(=O)c2ccc(N3CCCC3=O)cc2)CC1
    i	10	-6
- N#Cc1cccc(Cn2nnc(-c3ccccc3)n2)c1
    i	19	1
- COc1ccc(C(=O)Nc2nnc(CCc3ccccc3)s2)c(OC)c1
    i	24	-29
- CCN(CC)C(=O)c1nc[nH]c1C(=O)N1CCN(c2ccccc2)CC1
    /	0	-4
- COc1ccc(CN2CCN(C(=O)c3ccco3)CC2)cc1
    i	3	0
- Cc1cc(=O)c(C(=O)O)cn1Nc1ccc(F)cc1
    i	22	4
- Cc1onc(-c2c(Cl)cccc2Cl)c1C(=O)Nn1cnnc1
    i	2	3
- S=C(c1ccccc1)N1CCN(C(=S)c2ccccc2)CC1
    i	3	-5
- CCN(CC)CCOC(=O)c1ccc(NC(=O)/C=C/c2cccs2)cc1
    i	21	-11
- CCOC(=O)c1cc(C(=O)c2cc(Br)ccc2O)coc1=N
    i	7	-17
- O=c1cc(CSc2ccccc2)nc(-c2ccccc2)[nH]1
    i	13	-32
- Cc1c(Cl)cccc1NC(=O)Cn1cnc(S(=O)(=O)N2CCCC2)c1
    i	22	-16
- CC(C)CCNC(=O)NC(=O)COC(=O)CNC(=O)C1CCCCC1
    i	8	-24
- O=C(CCCN1C(=O)/C(=C/c2ccccc2OC(F)F)SC1=S)Nc1cccnc1
    /	18	13
- CCc1ccccc1NC(=O)C1C2C=CC(O2)C1C(=O)O (centres undefined)
    i	11	-5
- COC(=O)CCC(=O)N1CCCC(CNS(=O)(=O)c2ccc(OC)cc2)C1 (centres undefined)
    i	5	-18
- COc1ccc2cc(C3(C)NC(=O)NC3=O)ccc2c1 (centres undefined)
    i	4	-3
- CCCN1CCC(=O)N(CCOc2ccccc2)CC1
    i	22	9
- CCCN(Cc1ccccc1)C(=S)Nc1ccc(C(C)=O)cc1
    i	35	-14
- Cc1cc(C(=O)OCC(=O)Nc2ccc(S(=O)(=O)N3CCOCC3)cc2)c(C)o1
    i	8	-1
- Cc1[nH][nH]c(=O)c1C(c1ccccc1[N+](=O)[O-])C(C#N)C#N (centres undefined)
    i	4	-5
- O=C(NNC(=O)c1cccs1)c1csc(N2CCOCC2)n1
    i	0	-7
- CN(c1ccccc1)S(=O)(=O)c1nnc(NC(=O)C2CCCCC2)s1
    i	15	-24
- COc1cccc(/C=C2\SC(=S)N(CCC(=O)Nc3ccc(O)cc3)C2=O)c1
    i	25	-18
- COc1cccc(C(C(=O)NCC2CCCO2)N(C(=O)Cn2nnc3ccccc32)c2ccc(NC(C)=O)cc2)c1OC (centres undefined)
    i	8	-22
- O=C(/C=C/c1ccc(Cl)cc1)N(Cc1cccs1)C1CCS(=O)(=O)C1 (centres undefined)
    i	19	-18
- CN(CC1COc2ccccc2O1)C(=O)c1cccc(S(=O)(=O)N2CCCC2)c1 (centres undefined)
    /	5	-24
- C#CCn1cc(/C=N/Nc2nc3ccccc3[nH]2)c2ccccc21
    i	37	-12
- CC1(C)Cc2c(sc3c2C2=NCCN2C=N3)CO1
    9.3*	21	1
- CCCCCCCCCCOC(=O)c1csc2nnsc12
    i	10	-11
- CC(C)OCCCNC(=O)CCSc1ccc(Cl)cc1
    i	20	-12
- CCOC(=O)C1CCN(Cc2oc(CO)cc(=O)c2O)CC1
    i	8	-1

Other entries
Every second line gives: CHT PAM	OX1R antag-1	OX1R antag-2
- O=C(Nc1cc(Br)ccc1O)C1CC(c2c(F)cccc2Cl)=NO1 (centres undefined)
    i	17	-20
- COC(c1ccccc1)c1nnc(CCC(=O)N2CCCCCCC2)o1 (centres undefined)
    i	12	-5
- Cc1ccccc1Nc1nc(N)nc(CSCc2c(C)noc2C)n1
    i	15	0
- CCOC(=O)NN1C(=O)c2ccccc2NC1c1ccccc1F (centres undefined)
    i	17	-3
- COc1ccc(S(=O)(=O)N(C)CC(=O)Nc2ccccc2C(F)(F)F)cc1OC
    i	27	-12
- O=C(Cc1ccc(NC2=NC3CS(=O)(=O)CC3S2)cc1)N1CCN(c2ccc(F)cc2)CC1 (centres undefined)
    i	7	11
- CC1CC(C)CN(C(=O)COC(=O)c2ccc3c(c2)OCCO3)C1 (centres undefined)
    /	4	-11
- Cc1cc(=O)oc2c3c(cc(OCC(=O)N4CCC(C(=O)O)CC4)c12)OC(C)(C)CC3
    i	8	-12
- COc1ccc(S(=O)(=O)N2CCC(C(=O)NCCN3CCOCC3)CC2)cc1C
    i	15	-9
- CN(C)C(CNC(=O)Cc1cccc(C(F)(F)F)c1)c1ccccc1 (centres undefined)
    i	15	-18
- COc1cc(NC(=O)c2ccc(S(=O)(=O)N(C)C)cc2)cc(OC)c1OC
    i	7	-22
- COc1ccc(-c2oc3ccccc3c2C#CC(C)(C)O)cc1
    /	20	-21
- Cc1c(C)n(C)c2ccc(C(=O)NCCCN(C)C3CCCCC3)cc12
    i	8	-32
- C=CCNC(=O)c1cc2c(=O)c3ccccc3oc2nc1C
    i	25	0
- O=C(NC1CCCN(c2ccc(C(F)(F)F)cn2)C1)c1cc(Cl)ccc1F (centres undefined)
    i	31	-36
- CCc1ccc([C@@H]2CC=C(C(=O)O)[C@H](c3ccc(Cl)cc3)N2S(=O)(=O)c2ccc(C)cc2)cc1
    i	30	6
- CC[C@@]12C(=O)N(c3ccc(C)cc3)C(=O)N1[C@H](c1ccc(Br)cc1)[C@@H]1C(=O)N(C(C)(C)C)C(=O)[C@@H]12
    i	1	-45
- O=C(CCl)Nc1cc(S(=O)(=O)N2CCOCC2)ccc1N1CCOCC1
    i	7	-9
- Cc1cccc(-c2n[nH]c(=S)n2C)c1
    i	22	-11
- Cc1cccc(NC(=O)CCC(=O)N/N=C/c2ccncc2)c1
    i	7	-3
- Cc1cc(C)n2c(SCC(=O)N(C)C3CCS(=O)(=O)C3)nnc2n1 (centres undefined)
    i	27	-1
- O=S(=O)(Nc1ccc2c(c1)OCCO2)c1ccc(Br)s1
    i	7	14
- CC(Oc1ccc(Cl)cc1Cl)C(=O)Nc1ccc(S(=O)(=O)Nc2cnc3ccccc3n2)cc1 (centres undefined)
    i	52	-7
- CCOC(=O)C1=NNC2(c3ccc(Cl)cc3)C(=O)N(c3cc(C)cc(C)c3)C(=O)C12 (centres undefined)
    i	8	-15
- CCCCNC(=O)c1onc(CSc2cc(C)cc(C)c2)c1C(=O)NCCCC
    i	25	-32
- Cc1ccc2nccc(C(=O)N3CCCC(Nc4ccc(F)cc4)C3)c2c1 (centres undefined)
    i	34	-14
- O=C1NCCN1C(=O)c1ccco1
    i	9	6
- CCOCCCNC(=S)NCCCNc1nc2cc3c(cc2cc1C#N)OCO3
    i	4	-3
- COc1ccc(Oc2nc(C)cc(C)c2S(C)(=O)=O)cc1
    i	8	-19
- CCn1c(COc2cccc(C)c2C)nnc1SCC(=O)N1CCN(c2ccc(OC)cc2)CC1
    i	8	-26
- Cc1cccn2c(=O)c3cc(C(=O)N4CCCCC4C)sc3nc12 (centres undefined)
    /	12	-29
